# Screening data: PubChem BioAssay, several laboratories
# GSK3beta inhib: human GSK3beta kinase inhibitors, primary screen, biochemical, cell-free homogeneous, HTS; AID 2097, 2009; GST-GSK3beta kinase, ADP-Glo luminescence, 60 min; stronger effect = lower value; activity score (negative = inhibition), % at 10 µM; Glycogen synthase kinase-3 beta (Homo sapiens), P49841; actives 0.038% (n = 300,000);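 active means more than half of replicate wells score below -50%, meaning over 50% inhibition versus plate controls; inconclusive means some replicates but at most half score below -50%; inactive means no replicate scores below -50%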;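 further: 0% = median DMSO wells and -100% = median GW8510 positive control wells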
# Target sequence (P49841 whole entry, looked up): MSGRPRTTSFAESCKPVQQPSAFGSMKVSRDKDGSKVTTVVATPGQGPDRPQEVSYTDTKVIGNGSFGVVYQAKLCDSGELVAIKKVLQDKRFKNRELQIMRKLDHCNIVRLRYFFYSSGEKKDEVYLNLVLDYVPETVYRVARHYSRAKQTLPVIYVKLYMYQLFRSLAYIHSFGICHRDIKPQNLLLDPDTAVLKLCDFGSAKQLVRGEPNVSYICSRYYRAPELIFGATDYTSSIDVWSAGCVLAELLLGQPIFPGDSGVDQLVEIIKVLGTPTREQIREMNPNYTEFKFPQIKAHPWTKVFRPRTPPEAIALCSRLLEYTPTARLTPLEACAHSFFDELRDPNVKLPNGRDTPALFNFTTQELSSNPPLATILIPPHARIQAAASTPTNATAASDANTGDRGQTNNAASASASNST
#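 Test system: GST-tagged human GSK3beta kinase, cell-free; evaluation: activity score scaled between in-plate DMSO and GW8510 controls; measured by: ADP-Glo luminescence; incubation: 60 min reaction, RT; benchmarks: DMSO and 20 µM GW8510; reagent: peptide substrate plus 25 µM ATP (final); medium: Tris/MgCl2 kinase buffer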
# GSK3 alpha inh: blockers of GSK3A enzyme activity – biochemical, luminescence, cell-free homogeneous, HTS, primary screen; GSK-3 alpha kinase, ADP-Glo luminescence, 60 min; actives 0.1% (n = 320,000); inhibition, % at 10 µM; Glycogen synthase kinase-3 alpha (Homo sapiens), P49840;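 in the data active means inhibition above about 50%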;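 further: GST-tagged GSK-3 alpha with peptide substrate and 25 µM ATP; 0% = DMSO neutral wells and 100% = GW8510 positive control wells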
# KCNK3 block: human KCNK3 channel inhibitors, primary screen, CHO cells, FluxOR thallium flux, B-score; B-score at 10 µM; actives 0.84% (n = 340,000); FluxOR fluorescence; stronger effect = lower value;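 active means B-score under library mean minus 4 SD, starting fluorescence ratio at most library mean plus 5 SD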;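 further: more negative B-score means stronger inhibition of thallium flux through KCNK3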
# KCNQ1 act: potentiators or activators of KCNQ1 channel, primary screen, cell-based, thallium flux, high-throughput. actives 0.35% (n = 310,000). Potassium voltage-gated channel subfamily KQT member 1 (Homo sapiens), P51787. B-score at 10 µM. AID 2648, 2010. CHO-K1 KCNQ1, thallium flux FluxOR fluorescence; stronger effect = higher value;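 active means fluorescence ratio B-score, a plate-corrected score, at least three library SD, with initial intensity B-score within 5 SD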
#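 Material: CHO-K1 cells stably expressing KCNQ1. Medium: assay buffer for compound exposure, DMSO matched across wells. Reagent: K+/Tl+ depolarizing stimulus. Compound dosing: single-concentration screen. Times: 37 °C overnight plating, 90-min dark dye load, 20-min compound pretreatment. Technique: FluxOR Tl+ flux fluorescence.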
# RGS4 act: RGS4 potentiators or activators, primary screen, cell-based, HEK293 M3R inducible RGS4, calcium flux | AID 463111, 2010 | B-score at 10 µM | actives 0.92% (n = 310,000) | carbachol calcium flux Fluo4; stronger effect = lower value;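 active means B-score of the integrated calcium signal more than 4 SD below the library mean, with starting fluorescence not abnormally high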;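 further: negative B-score means reduced calcium response which marks RGS4 activation or potentiation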
#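 System – HEK293 FlpIn-TREx cells, stable M3R, doxycycline-inducible RGS4 · Reagent – ECmax carbachol challenge · Times – compound preincubation 20 min at room temperature before agonist · Technique – Fluo4 fluorescence kinetic imaging of calcium · Measure – B score of integrated Fluo4 ratio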
# KCNQ1 inh: inhibitors of human KCNQ1 channel, primary screen, cell-based, thallium flux, high-throughput. AID 2642, 2010. Potassium voltage-gated channel subfamily KQT member 1 (Homo sapiens), P51787. B-score at 10 µM. CHO-K1 KCNQ1, FluxOR thallium flux fluorescence; stronger effect = higher value. actives 1.3% (n = 310,000);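 active means compounds whose thallium flux B-score, printed positive for inhibition, exceeds three library SD while starting fluorescence stays within three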;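 further: channel opened by potassium depolarization with thallium stimulus after 20 min compound exposure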
# DYRK1A inh: rat Dyrk1A kinase inhibitors, primary screen, biochemical, single point, plate reader; Dual specificity tyrosine-phosphorylation-regulated kinase 1A (Rattus norvegicus), Q63470; ADP-Glo luminescence, NFATc1 peptide; inhibition, % at 12.5 µM; actives 0.43% (n = 310,000); AID 504441, 2011; in the data active means inhibition above about 50%;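 further: plate controls were vehicle with enzyme for no effect and no enzyme for full effect; many of its hits are not listed in these tables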
# KCNK9 inh: KCNK9 potassium channel inhibitors, primary screen, HEK293 cells, thallium flux; B-score at 10 µM; Potassium channel subfamily K member 9 (Homo sapiens), Q9NPC2; AID 488922, 2010; actives 1.2% (n = 310,000); FluxOR thallium flux fluorescence; stronger effect = lower value;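 active means ratio B-score over 3 SD below the library mean, with starting fluorescence within 5 SD of its mean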;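 further: negative B-score means less thallium flux so channel inhibition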
# Target sequence (Q9NPC2 whole entry, looked up): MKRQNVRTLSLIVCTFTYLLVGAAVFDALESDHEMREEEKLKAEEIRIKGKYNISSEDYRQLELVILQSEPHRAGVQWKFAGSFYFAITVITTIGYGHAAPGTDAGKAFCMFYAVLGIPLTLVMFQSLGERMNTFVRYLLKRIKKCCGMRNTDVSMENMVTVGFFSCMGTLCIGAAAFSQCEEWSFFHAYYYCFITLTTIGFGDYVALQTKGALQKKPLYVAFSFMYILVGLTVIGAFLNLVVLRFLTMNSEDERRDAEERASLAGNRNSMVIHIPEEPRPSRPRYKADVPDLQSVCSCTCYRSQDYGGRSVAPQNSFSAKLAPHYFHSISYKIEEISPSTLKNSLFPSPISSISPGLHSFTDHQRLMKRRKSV
# PolyA inhibitor: polyadenylation inhibitors in yeast reporter cells, primary screen, luminescence, S. cerevisiae; S. cerevisiae SKY197-pL101 polyadenylation reporter, beta-gal luminescence; efflux-impaired pdr1/pdr3 knockout yeast; score 100 = 6 SD above DMSO; calls only at 12 µM; actives 0.02% (n = 300,000); AID 1875, 2009;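 active means lowest replicate activity score at least 50, where 100 means six control SD above control mean; inconclusive means lowest score under 50 but half or more replicates reach 50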;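 further: yeast exposed to compound for 9 h at 30 °C; higher score means more reporter readthrough which indicates perturbed polyadenylation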
# hERG protect: hERG rescue from dofetilide block, primary screen, cell-based, CHO-hERG, FluxOR thallium flux, dofetilide IC70; dofetilide IC70 present; activation (rescue from dofetilide block), less the hit threshold, % at 10 µM; actives 0.51% (n = 310,000); AID 1511, 2009;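 active means activation above the mean of controls blocked by dofetilide plus 5 SD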;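 further: thallium influx through hERG after potassium depolarization seen as dye fluorescence rise; in these data hits start at about 4.7%; inactives centre near -7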
# HDAC3 inh: HDAC3 deacetylase inhibitors, primary screen, biochemical, fluorescence, cell-free homogeneous; Histone deacetylase 3 (Homo sapiens), O15379; AID 2718, 2010; recombinant HDAC3, fluorogenic peptide/trypsin coupled; actives 0.15% (n = 320,000); inhibition, % at 8.3 µM; in the data active means inhibition above about 26%, passing the limit was not always enough; inconclusive means no clear call, values can overlap the other calls
# An asterisk follows results filed as active; i = inactive; u = inconclusive; x = not tested or not shown.
SMILES,GSK3beta inhib,GSK3 alpha inh,KCNK3 block,KCNQ1 act,RGS4 act,KCNQ1 inh,DYRK1A inh,KCNK9 inh,PolyA inhibitor,hERG protect,HDAC3 inh
Nc1nc(Cl)cc(Oc2ccccc2F)n1,1,-2,i,i,i,i,11,i,i,-5,3
Cc1cc(NC(=O)COC(=O)C2CCN(S(=O)(=O)c3ccc(Cl)cc3)CC2)no1,-3,0,i,i,i,i,-1,i,i,-5,1
NC(=O)C1(N2CCCCC2)CCN(C(=S)Nc2ccc(F)c(Cl)c2)CC1,2,0,i,i,i,i,1,i,i,-21,-4
COc1ccc(NC(=O)C2C3C=CC4(O3)C2C(=O)N(CCCN2CCCCC2)C4C(=O)NC2CCCC(C)C2C)cc1 (centres undefined),-1,11,i,i,i,i,12,i,i,-11,4
COc1ccccc1-c1cn(-c2ccccc2)c(=S)[nH]1,-1,2,i,i,i,i,4,i,i,-3,2
COc1ccc(Br)cc1S(=O)(=O)Nc1ccc(Cl)cn1,3,-2,i,i,i,i,-5,i,i,0,-7
CCOC(=O)c1cn(-c2ccccc2CO)c2c(F)c(F)c(F)cc2c1=O,0,-2,i,i,i,i,2,i,i,-8,-4
CCOC(=O)c1cnc2ccc(C)cc2c1OCc1cc(F)cc(F)c1,3,-2,i,i,i,i,-2,i,i,-2,11
Cc1cc(C)c(NC(=O)CN2CCCCCC2)c(C)c1,4,-3,i,i,i,i,-3,i,i,-1,-4
COc1cc2c(cc1OC)CN(C(=O)c1cccc([N+](=O)[O-])c1)CC2,-1,1,i,i,i,i,-1,i,i,-14,0
O=C(COC(=O)COc1ccc(Nc2ccccc2)cc1)NCc1ccco1,-2,-2,i,i,i,i,2,i,i,-5,5
CC(C[N+](C)(C)C)OC(=O)C1(c2ccccc2)CCCC1 (centres undefined),-2,-6,i,i,-10*,i,-20,i,i,-11,3
Nc1nc(Cl)cc(=O)n1Cc1ccc(Cl)cc1,2,-2,i,i,i,i,1,i,i,-4,6
Cc1ccc(N2C(=O)CC2(C#N)c2ccc(OCc3ccccc3)cc2)cc1 (centres undefined),1,0,i,i,i,i,8,i,i,-5,4
CCOc1ccc(C2Oc3nc(SC)nnc3-c3ccccc3N2C(C)=O)cc1OC (centres undefined),-3,x,i,i,i,i,12,i,i,-8,-1
N#CC1=C2N=C(N)c3c(sc4c3CCCCC4)N2C2=C(C(=O)CCC2)C1c1ccccc1 (centres undefined),-1,0,i,i,i,i,1,i,i,-19,5
COc1ccccc1N(C)S(=O)(=O)c1ccc(C(=O)NC2CCCCCC2)cc1,-3,-1,i,i,i,i,-10,i,i,-10,x
O=C(Cc1ccc(Br)cc1)NC1CCCc2ccccc21 (centres undefined),x,0,i,i,i,i,-9,i,i,-7,-4
C=CCOc1c2ccc(C(=O)NCCc3ccc(C)cc3)cc2nn1C,3,1,i,i,i,i,11,i,i,-8,-16
Cc1ccc(CNC(=O)CCC2CCCN(Cc3c(C)nn(C(C)C)c3C)C2)o1 (centres undefined),-2,2,i,i,i,i,7,i,i,-5,4
NC(=O)c1ccc(-c2ccc(Br)cc2)o1,2,0,i,i,i,i,21,i,i,-14,2
CCOC(=O)N1CCN(C(=O)c2ccc(C)c(S(=O)(=O)Nc3cccc(C)c3C)c2)CC1,6,-2,i,i,i,i,-3,i,i,-4,11
COC(=O)c1sc(SC)c(S(=O)(=O)C(C)C)c1N/N=C(\C#N)S(=O)(=O)c1ccccn1,3,3,i,i,i,i,2,i,i,-9,11
COc1ccc2c(=O)c3c(=O)n(Cc4ccco4)c(-c4ccco4)nc3oc2c1,4,25,i,i,i,i,12,i,i,-13,14
CC(C)Cc1nnc(NC(=O)CCNC(=O)c2ccco2)s1,x,-2,i,i,i,i,-5,i,i,-15,-7

# Single records, as listed above. Order of values: GSK3beta inhib	GSK3 alpha inh	KCNK3 block	KCNQ1 act	RGS4 act	KCNQ1 inh	DYRK1A inh	KCNK9 inh	PolyA inhibitor	hERG protect	HDAC3 inh
# COc1ccccc1N(C)S(=O)(=O)c1ccc(C(=O)NC2CCCCCC2)cc1 is listed as -3	-1	i	i	i	i	-10	i	i	-10	x
# CCOC(=O)N1CCN(C(=O)c2ccc(C)c(S(=O)(=O)Nc3cccc(C)c3C)c2)CC1 is listed as 6	-2	i	i	i	i	-3	i	i	-4	11

# The main list resumes, starting 2 compounds before the break.
SMILES,GSK3beta inhib,GSK3 alpha inh,KCNK3 block,KCNQ1 act,RGS4 act,KCNQ1 inh,DYRK1A inh,KCNK9 inh,PolyA inhibitor,hERG protect,HDAC3 inh
COc1ccc2c(=O)c3c(=O)n(Cc4ccco4)c(-c4ccco4)nc3oc2c1,4,25,i,i,i,i,12,i,i,-13,14
CC(C)Cc1nnc(NC(=O)CCNC(=O)c2ccco2)s1,x,-2,i,i,i,i,-5,i,i,-15,-7
CCOc1ccc(N(CC(=O)N2CCOCC2)S(=O)(=O)c2ccc(F)cc2)cc1,2,0,i,i,i,i,5,i,i,-8,-1
O=S(=O)(c1cccc2nsnc12)N1CCCC1,1,-1,i,i,i,i,-4,i,i,-1,2
Cc1ccnc(NS(=O)(=O)c2ccc(NS(=O)(=O)c3ccccc3)cc2)n1,-2,-4,i,i,i,i,-1,i,i,-11,8
CC(=O)Nc1nc(-c2ccc(Cl)cc2)nc(C)c1C(C)=O,-2,-2,i,i,i,i,0,i,i,-8,1
CN(C)S(=O)(=O)n1cc(/C=C(\NC(=O)c2ccccc2F)C(=O)NCCCN2CCOCC2)c2ccccc21,-2,-2,i,i,i,i,0,i,i,-13,u
CCCCC(CCCC)=N/N=C/c1c(O)n(CC)c2cc(C3=NNC(=O)CC3)ccc12,1,1,i,i,i,i,-10,i,i,-3,2
CN1CCN(C(=O)/C(=C\c2cccs2)NC(=O)c2ccco2)CC1,1,1,i,i,i,i,-4,i,i,-10,4
COc1ccc(OC)c2sc(NC(=O)c3ccc(Br)s3)nc12,3,-4,i,i,i,i,6,i,i,-11,9
CCCOc1ccc(-c2nc(OC)c3ccccc3n2)cc1,3,0,i,i,i,i,6,-6.6*,i,-3,-7
O=C(Nc1cccnc1)c1ccco1,0,-2,i,i,i,i,0,i,i,4,-6
Cn1nc([N+](=O)[O-])nc1Sc1nnnn1-c1cccc(C(=O)O)c1,-4,-1,i,i,i,i,3,i,i,-9,0
N#CCC(=O)N/N=C/c1cc(Br)ccc1OCc1cccc2ccccc12,-1,-2,i,i,i,i,0,-10*,i,-5,7
C=CCNc1sc(C(=O)c2ccc(C)cc2)c(N)c1C#N,0,1,i,i,i,i,3,i,x,-3,11
COc1ccccc1NC(=O)C1=C(C)Nc2nnnn2C1c1ccccn1 (centres undefined),-4,-2,i,i,i,i,-2,i,i,-6,4
CNC(=S)N1CCC(NC(=O)c2ccco2)CC1,0,-3,x,i,i,i,x,i,i,-7,-3
COc1ccc2cc(S(=O)(=O)NCc3cccnc3)ccc2c1,1,1,i,i,i,i,-1,i,i,-9,0
Cc1ccc(C(=O)N2CCN(Cc3ccc4c(c3)OCO4)CC2)cc1[N+](=O)[O-],-2,-1,i,i,i,i,3,i,i,-6,-5
O=S(=O)(O)c1cccc2c(N=Nc3ccc(O)c4ncccc34)cccc12,0,-4,i,i,i,i,0,i,i,-6,3
Cc1cc(C)n(CCNC(=O)CC2C(=O)NCCN2Cc2ccc(C)o2)n1 (centres undefined),3,2,i,i,i,i,30,i,i,-5,4
CCn1nc(C(=O)OCC(=O)c2cc(C)n(Cc3cccs3)c2C)c2ccccc2c1=O,1,-4,i,i,i,i,7,i,i,-17,1
CCc1ccc(-c2cn3c(n2)SCC3)cc1,-3,-1,i,i,i,i,0,i,i,-11,14
Cc1cc2[nH]c(=O)c(=O)[nH]c2cc1S(=O)(=O)Nc1cccc(F)c1,0,-4,i,i,i,i,-2,i,i,-7,6
Cc1ccccc1Nc1nc(N)nc(COC(=O)c2cccc(S(=O)(=O)N(C)C)c2)n1,-1,0,i,i,i,i,-4,i,i,-8,-5
O=C(O)c1ccc(Sc2nnc(-c3cccc(Br)c3)o2)c([N+](=O)[O-])c1,5,-2,i,i,i,i,x,i,i,-5,6
CS(=O)(=O)Nc1nnc(CCc2ccccc2)s1,3,-3,i,i,i,i,3,i,i,-6,1

# (further entries)
SMILES,GSK3beta inhib,GSK3 alpha inh,KCNK3 block,KCNQ1 act,RGS4 act,KCNQ1 inh,DYRK1A inh,KCNK9 inh,PolyA inhibitor,hERG protect,HDAC3 inh
O=C(CNCc1ccc(F)cc1)Nc1ccc(C(=O)N2CCCCC2)cc1,-3,-1,i,i,i,i,-5,i,i,-8,0
CSc1nnc(-c2ccccc2)n1C,3,-2,i,i,i,i,-1,i,i,-1,0
COc1cc2c(cc1OC)C(=S)NC(C)(C)C2,0,-3,i,i,i,i,3,i,i,-4,6
C=CCn1c(=S)[nH]c2sccc2c1=O,4,-2,i,i,i,i,6,i,i,-1,0
COc1ccccc1C(=O)NC(=O)COC(=O)c1ccc(Cl)nc1,-4,-2,i,i,i,i,-7,i,i,-13,1
CCOc1ccc(NC(=O)N(CCC(C)C)C(C)c2ccco2)cc1 (centres undefined),0,0,i,i,i,i,-1,-7.1*,i,-14,14

# Not all compounds are listed, so the mix of outcomes need not match the whole.
